12-LOX inh = Primary qHTS assay for inhibitors of human arachidonate 12S-lipoxygenase (ALOX12): Round 2. Polyunsaturated fatty acid lipoxygenase ALOX12 (Homo sapiens), P18054. 580,000 tested, 1.1% active. AID 1671190, 2021. Potency, µM (top dose mostly 108 µM), for the others: top-dose activity change, negative = inhibition, hits mostly inhibitors. purified 12hLO, xylenol orange hydroperoxide absorbance; active means well fitted inhibition curve with a large enough effect; inconclusive means small, poorly fitted or top-dose-only effect, or another doubt; inactive means no such curve, though single readings can be large or run the other way
Target sequence (P18054 whole entry, looked up): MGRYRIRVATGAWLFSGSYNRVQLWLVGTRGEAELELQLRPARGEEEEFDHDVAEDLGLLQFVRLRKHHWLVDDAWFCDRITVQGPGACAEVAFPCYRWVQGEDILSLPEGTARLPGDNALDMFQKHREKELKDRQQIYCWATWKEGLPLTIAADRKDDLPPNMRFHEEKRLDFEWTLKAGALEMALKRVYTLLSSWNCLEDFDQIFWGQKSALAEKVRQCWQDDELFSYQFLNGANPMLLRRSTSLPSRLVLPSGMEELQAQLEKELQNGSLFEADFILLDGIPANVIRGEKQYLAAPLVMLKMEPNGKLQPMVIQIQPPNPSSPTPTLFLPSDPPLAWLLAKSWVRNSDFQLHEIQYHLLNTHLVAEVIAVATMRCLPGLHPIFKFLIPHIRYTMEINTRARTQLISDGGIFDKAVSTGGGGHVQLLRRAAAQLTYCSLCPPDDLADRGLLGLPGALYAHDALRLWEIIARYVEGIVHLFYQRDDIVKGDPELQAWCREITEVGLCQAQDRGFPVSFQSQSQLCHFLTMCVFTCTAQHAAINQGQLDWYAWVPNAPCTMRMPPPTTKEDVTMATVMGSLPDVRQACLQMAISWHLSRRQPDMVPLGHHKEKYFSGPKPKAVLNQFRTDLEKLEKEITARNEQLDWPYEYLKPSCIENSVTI
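Purified human 12hLO at 150 nM in 25 mM Hepes, 0.01% Triton X-100, pH 7.0, preincubated 15 min at room temperature with compound. Reaction started with 40 uM arachidonic acid, 30 min at room temperature. Hydroperoxide measured by Fe-xylenol orange, 573/405 nm absorbance ratio.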
* hit, by the source's call; ? = inconclusive; [ ] = dose if it differs, or a comment. On the % scale 0 is the no-effect control and ±100 the full control effect; potency means the concentration at half of the fitted maximal effect. Only part of the results is shown; rates above refer to the full screens.

Structure	12-LOX inh
CC(=O)c1c(C)[nH]c(-c2csc(CC(=O)Nc3ccc(C)cc3)n2)c1C	?
O=C(CSc1nc2ccccc2o1)OCC(=O)c1ccccc1	9.4%
CCCCc1cc(C[C@@H]2C[C@H](NC(=O)NCC)C2(C)C)no1	-12.2%[176 µM]
CN1CCN(c2ccc(-c3cc4c(ccn4C)c(C(=O)NCCc4ccccn4)n3)cc2)CC1	71.4%[activator]
CC(CNC(=O)CSc1ccc2ccccc2n1)c1ccccc1 (stereo not drawn)	-1.9%
CN(C)[C@@H]1C[C@H](Cn2cc(C3CC3)nn2)[C@@H](O)[C@H]1O	?
COc1ccccc1C(O)c1nc(Nc2cccc(F)c2)n[nH]1 (stereo not drawn)	12.7%[176 µM]
Cc1ccc(-c2n[nH]c(=O)c3ccccc23)cc1NC(=O)N[C@@H](C)C(=O)O	2.0%
O=C1C2CN(Cc3cc(F)ccc3F)CCC2OCCN1CCc1ccccc1 (stereo not drawn)	2.9%[176 µM]
NS(=O)(=O)c1ccc(N/N=C/c2ccc(Cl)c([N+](=O)[O-])c2)c([N+](=O)[O-])c1	-1.5%
O=C(O)C(c1c[nH]c2ccc(Cl)cc12)N1CCc2ccccc2C1 (stereo not drawn)	-5.0%
Cc1ncccc1C(=O)N1CCC(N2C(=O)C3(CCCC3)C2c2scnc2C)CC1 (stereo not drawn)	7.6%
O=C(Nc1ccc(F)cc1F)c1nc2ccccc2nc1N1CCCCC1	6.9%
CCCN1C(=O)Cc2cc(C(=O)NC3CC3)ccc21	38.3%[activator]
Cc1ccc(/C=C(/CC(=O)O)c2nc3ccccc3o2)s1	-22.5%

A draw from above in order of formula weight, smallest number first:
Structure	12-LOX inh
Cc1ccc(/C=C(/CC(=O)O)c2nc3ccccc3o2)s1	-22.5%
O=C(CSc1nc2ccccc2o1)OCC(=O)c1ccccc1	9.4%
CC(CNC(=O)CSc1ccc2ccccc2n1)c1ccccc1 (stereo not drawn)	-1.9%
O=C(O)C(c1c[nH]c2ccc(Cl)cc12)N1CCc2ccccc2C1 (stereo not drawn)	-5.0%
O=C1C2CN(Cc3cc(F)ccc3F)CCC2OCCN1CCc1ccccc1 (stereo not drawn)	2.9%[176 µM]
Cc1ncccc1C(=O)N1CCC(N2C(=O)C3(CCCC3)C2c2scnc2C)CC1 (stereo not drawn)	7.6%
CN1CCN(c2ccc(-c3cc4c(ccn4C)c(C(=O)NCCc4ccccn4)n3)cc2)CC1	71.4%[activator]

Further records.
Structure	12-LOX inh
CCc1ccccc1NC(=O)CSc1nc2ccccc2nc1C	-0.6%
O=C(c1ccc(F)cc1)N1c2ccccc2-n2c(nc3ccccc32)C1CCc1ccccc1 (stereo not drawn)	-8.2%
COc1ccc2c(c1)nc1n2[C@@H](CNC(C)C)COC1	-4.0%[176 µM]
NC(=O)[C@H](Cc1cccs1)NC(=O)[C@@]1(O)C[C@@H](O)[C@H](O)[C@@H](NC(=O)c2ccc(F)c(Cl)c2)C1	63.9%[activator]
COc1ccccc1OCC(=O)Nc1cc(-c2ccccc2)no1	?
Cc1c[nH]c(C(=O)N2CCCC(CCc3cccc(C(F)(F)F)c3)C2)c1 (stereo not drawn)	70.8%[activator]
COc1ccccc1Cn1c(-c2cccc(Cl)c2)nc(C)c(CCO)c1=O	38.3%
COCCNC(=O)[C@@H]1C[C@H](Oc2ccccc2)CN1S(=O)(=O)Cc1ccccc1	30.7%[activator]
Cc1oc(-c2ccccc2)nc1CC(=O)Nc1ccc(O)c2ccccc12	?
C[C@H]1[C@@H](Cc2cc(Cl)cc(Cl)c2)N(c2ccccc2)c2ccccc2CN1Cc1ccccc1	?
O=C(NCCc1ccc(F)cc1)C1CCCN(c2nc3ncccc3o2)C1 (stereo not drawn)	23.4%
CCOCCCNC(=O)c1cc(-c2cccs2)nc2ccccc12	?
Cc1cccc(C(=O)N2CCC3(CC2)CC(c2ccccc2)C(=O)N3C)c1C (stereo not drawn)	14.8%
CC(C)(C(=O)NCCc1ccccn1)C1CCOCC1	57.5%[activator]
O=C(NCc1ccco1)NC1CCc2nnc(C3CC3)n2CC1 (stereo not drawn)	14.0%
COc1cc(C#N)ccc1OCc1cccc(C#N)c1	9.9%
Cc1ccc(CNC(=O)Cc2csc(Nc3nc(=S)[nH]c4ccccc34)n2)cc1	-6.1%
O=[S+]([O-])(NCC1CN(Cc2ccc3c(c2)CCO3)CC12CN(c1ccccc1)C2)c1ccccc1 (stereo not drawn)	?
COc1cc2c(cc1NC(C)=O)C(c1ccc(Oc3ccccc3)nc1)CC(=O)N2 (stereo not drawn)	9.9%
COc1cc(C2Nc3cc(C)c(C)cc3NC3=C2C(=O)CC(C)(C)C3)ccc1O (stereo not drawn)	?
Cc1cc(=O)oc2c(C)c(OC(=O)CN3C(=O)NC4(CCCC4)C3=O)ccc12	-14.1%
COc1cc(-c2nc3ccc(C)cn3c2Nc2ccc3c(c2)OCO3)cc(OC)c1O	?
CC(=O)N1CCC(Cc2noc(-c3ccncc3)n2)C1 (stereo not drawn)	31.4%[activator]
CN(CC(=O)Nc1ccc(Oc2ccccc2)cc1)C1=NS(=O)(=O)c2ccccc21	?
O=C(c1ccco1)N1CCC2(CC1)CN(C(c1ccccc1)c1ccccc1)C2	?
COc1cc(NC(=O)CCc2ncc(-c3ccc(Cl)cc3)o2)cc(OC)c1	0.0%
CCOC(=O)CNC(=O)C1(C)CCC(=O)N1Cc1ccccc1Cl (stereo not drawn)	2.7%
CC(C)NC(=O)CCC1NC(=O)N(CCc2c[nH]c3ccc(F)cc23)C1=O (stereo not drawn)	1.4%
CCOC(=O)c1c(NC(=O)CN2CCC(C)CC2)sc2c1CC(C)(C)OC2	4.3%
COc1cc(=O)n2c(c1C(=O)Nc1ccc(C)cc1)CCCC2	31.8%
CCOCC(O)Cn1cnc(-c2ccccc2)c1-c1cccc(OC)c1F (stereo not drawn)	19.1%
CCCCCCNC(=S)Nc1ccc(Br)cc1	?
O=C(C(Sc1n[nH]c(-c2ccccc2)n1)c1ccccc1)N1CCOCC1 (stereo not drawn)	0.7%
CCOC(=O)c1cnc(SCC(=O)Nc2ccc(C)c(C)c2)nc1N	?
COc1ccc(-c2cn3c(n2)CO[C@@H](CNC(=O)c2ccccc2OC)C3)cc1	14.8%[176 µM]
COc1ccc2c(ccn2CC(=O)NCCCCCC(=O)O)c1	27.7%
COc1ccc(CN2CCn3c(nnc3C3CCCNC3)C2)cc1 (stereo not drawn)	16.4%[176 µM]
Cc1c(OCC(=O)Nc2ccc(Cl)cc2)c(=O)ccn1CCO	10.7%
O=C(CCN1CCN(c2cnccn2)CC1)Nc1cc(Cl)ccc1Cl	-2.3%
COC(=O)N1CCCCC1C(=O)N1CCC2(CC1)c1nc[nH]c1CCN2C (stereo not drawn)	-2.7%
Cc1ccc(C(=O)N2CCC(n3c(=O)[nH]c4ccccc43)CC2)cc1	?
CCCCC/C=C\C/C=C\C=C\[C@@H](O)C/C=C\CCCC(=O)O	1.6%[2.23 µM]
CC1=C[C@@H](CN(C)CCC#N)[C@H](C(C)C)C[C@H]1Cc1nnc(-c2ccccc2F)o1	15.5%[176 µM]
O=C(NCC1(COc2cccnc2)C[C@@H](O)[C@@H](O)C1)c1nc2ccccc2[nH]1 (stereo partly drawn)	11.2%
CN(C)CC1(O)CCC2(CCN(C(=O)CCc3ccccc3)CC2)CC1	55.9%[activator]

Next section.
Molecule | 12-LOX inh
CCOCc1nc(C2CCCN(C(=O)c3cnccn3)C2)no1 (stereo not drawn) | 31.6%[activator]
Cc1ccc(Nc2ncncc2-c2nc(-c3ccccc3)no2)cc1F | 26.3%
O=C(c1cc(-c2ccccc2)on1)N1CCOc2ccc(CN3CCOCC3)cc2C1 | -0.5%
O=C(Nc1ccc(Cl)c(C(F)(F)F)c1)c1c(-c2ccccc2)nc2n1CCS2(=O)=O | -13.5%
Cc1ccc(OC(=O)c2ccc(-c3ccccc3)cc2)cc1 | -19.4%
CC(C)Cn1c(SCC(=O)NCc2ccc(Cl)cc2)nc2ncccc2c1=O | ?
O=C1NC(=NC2CCCCC2)C2(CCCN(S(=O)(=O)c3cccs3)C2)N1c1cc(F)cc(F)c1 (stereo not drawn) | 1.8%[6.33 µM]
Cc1ccc(C(=O)N2CCC(N3CCCCCC3=O)CC2)cc1 | ?
CC(C)CCC(=O)N1C[C@@H](CO)[C@H](c2nc(-c3ccncc3)no2)C1 | 16.3%
CC(C)[C@H](CO)Nc1nc(Nc2cc(N)cc(Cl)c2)c2ncn(C(C)C)c2n1 | 0.0%
COc1cccc(-c2noc(CC3CCN(C(=O)c4ccc(F)c(F)c4)CC3)n2)c1 | 23.5%
Cc1ccc(NC(=O)NCc2nc(-c3ccccc3C)oc2C)cc1F | ?
Cc1cn2nnc(C(=O)N3CCN(c4ccccc4)CC3)c2c(=O)[nH]1 | 30.6%
COC(=O)CNC(=O)Cn1ccc2cc(OCc3ccccc3)ccc21 | -14.9%
C/C(=N\NC(=O)c1cccs1)c1ccccn1 | 62.8%
O=C(O)C(c1c[nH]c2cc(F)ccc12)N1CCc2ccccc2C1 (stereo not drawn) | 1.9%
CC(C)CNC(=O)COc1cc(O)c2c(=O)cc(-c3ccccc3)oc2c1 | -21.4%
COC(=O)CNC(=O)c1nc(-c2ccccc2OC)c2ccccn12 | 65.3%[activator]
COc1cccc(N2CC(C(=O)N3CCC(C(=O)NCc4cccc(F)c4)C3)NC2=O)c1 (stereo not drawn) | 9.0%
CCC(C)NC(=O)C1COC2(CCC(C)CC2)N1C(=O)c1cccc(F)c1 (stereo not drawn) | 25.2%
CCC(C)C1=NS(=O)(=O)c2cc(NC(=O)C(C)C)ccc2N1c1ccccc1 (stereo not drawn) | 46.9%[activator]
O=C(CCC1CCCC1)Nc1nc(-c2ccc(F)cc2)cs1 | -21.2%
COc1cccc(C(=O)NCC2(COc3cnccn3)C[C@@H](O)[C@@H](O)C2)c1 (stereo partly drawn) | 124.3%[activator][176 µM]
Cc1nn(CCC(=O)Nc2ccc(F)cc2)c(C)c1S(=O)(=O)N1CCC(C)CC1 | -4.2%
O=C(CC1=C2CCCCC2N(Cc2ccc(F)cc2)C1=O)NCCc1c[nH]c2ccccc12 (stereo not drawn) | 6.1%
CCn1cc(S(=O)(=O)N2C[C@@H](Oc3cccnc3)C[C@H]2C(=O)NC)cn1 | 2.3%
NC(=O)[C@@H](Cc1ccccc1)NC(=O)[C@@H]1C[C@@H](NS(=O)(=O)c2cccs2)CCN1C(=O)CSCC(=O)O | 8.8%
COCCN1C(=O)c2[nH]nc(-c3cc(Cl)c(C)cc3O)c2C1c1ccc(O)c(OC)c1 (stereo not drawn) | ?
N#Cc1cccc(-c2cn3c(n2)N(C(=O)c2cccnc2)CCC3)c1 | 68.2%[activator]
O=C(NC[C@H]1O[C@H](Cc2cc(-c3ccccc3)on2)CC[C@@H]1O)c1cnccn1 | -3.2%[176 µM]

4 compounds drawn at random from those above:
Molecule | 12-LOX inh
COCCN1C(=O)c2[nH]nc(-c3cc(Cl)c(C)cc3O)c2C1c1ccc(O)c(OC)c1 (stereo not drawn) | ?
COc1cccc(C(=O)NCC2(COc3cnccn3)C[C@@H](O)[C@@H](O)C2)c1 (stereo partly drawn) | 124.3%[activator][176 µM]
O=C(CCC1CCCC1)Nc1nc(-c2ccc(F)cc2)cs1 | -21.2%
CC(C)CNC(=O)COc1cc(O)c2c(=O)cc(-c3ccccc3)oc2c1 | -21.4%

Further structures
Molecule | 12-LOX inh
CCn1cnnc1CC1CCN(C(=O)C2CCN(Cc3nc(-c4ccc(C)cc4)oc3C)CC2)CC1 | 21.8%
Cc1ccc(NC(=O)NC[C@H]2O[C@@H](CC(=O)NCCN3CCOCC3)[C@H](O)[C@@H]2O)cc1 | 12.7%
O=C(O)c1ccc(CN[C@@H]2CO[C@H](CNC(=O)c3ccncc3)[C@H]2O)cc1 | -15.7%[176 µM]
Cc1ccc(C2C(c3ccccc3)=C(O)C(=O)N2Cc2ccccc2)cc1 (stereo not drawn) | ?
O=C(CCCc1c[nH]c2ccccc12)N1CCN(CC(=O)N2CCCCCC2)CC1 | 6.5%
COCCC1(CO)CCCN(c2ncc(F)c(N3CCCC3)n2)C1 (stereo not drawn) | -0.3%
CC(=O)N1CCC(N2CCC3(CC2)CC(C(=O)N2CCOCC2)N(C)C3)CC1 (stereo not drawn) | 138.4%[activator]
Cc1noc([C@@H]2CC(F)(F)CN2S(=O)(=O)c2ccccc2)n1 | 2.0%
c1ccc(CC2CNC2)cc1 | -1.1%
Cc1ccc(-c2cn3c(n2)N(C(=O)c2sc(C)nc2C)CCC3)cc1 | 19.8%
O=[N+]([O-])c1cc(C(F)(F)F)cc2nc3ccccn3c12 | -9.9%
Cc1cccc(CNC(=O)CCn2ccn3nc4c(c3c2=O)CCCC4)c1 | 42.7%[activator]
O=C(c1ccoc1)N1CCCC(c2nc(CCOCC3CCCC3)no2)C1 (stereo not drawn) | 45.1%
Cc1cccc(CNC(=O)c2cnn(-c3ncc(C)c(-c4ccc(F)cc4)n3)c2C)n1 | 12.4%
Cc1ccc(NC(=O)CN2C(=O)NC(c3ccc(Cl)cc3)C3=C2COC3=O)cc1Cl (stereo not drawn) | ?
CCCCc1cc(C[C@H]2CNCC[C@H]2CC(=O)Nc2nccs2)no1 | 5.3%[176 µM]
COc1cccc(CNC(=O)[C@H]2CCCN2C(=O)[C@H]2CCCN2S(=O)(=O)c2cccc(C)c2)c1 | 1.6%
Clc1ccc2nc(N3CCC(NCCc4cccnc4)CC3)sc2c1 | -13.9%
